High-throughput results from PubChem BioAssay.
CHRM5 PAM: potentiates acetylcholine response at human M5 receptor | P08912 | CHO-K1 hM5, Fluo-8 calcium, ACh EC20 PAM; 0% = ACh EC20, 100% = ACh EC100 | 360,000 tested, 0.3% active | activation, % at 3 µM;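 active = activation above the run cutoff, the mean activation of all test compounds plus 3 SD, cut at about 18% in these data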
Target sequence (P08912 whole entry, looked up): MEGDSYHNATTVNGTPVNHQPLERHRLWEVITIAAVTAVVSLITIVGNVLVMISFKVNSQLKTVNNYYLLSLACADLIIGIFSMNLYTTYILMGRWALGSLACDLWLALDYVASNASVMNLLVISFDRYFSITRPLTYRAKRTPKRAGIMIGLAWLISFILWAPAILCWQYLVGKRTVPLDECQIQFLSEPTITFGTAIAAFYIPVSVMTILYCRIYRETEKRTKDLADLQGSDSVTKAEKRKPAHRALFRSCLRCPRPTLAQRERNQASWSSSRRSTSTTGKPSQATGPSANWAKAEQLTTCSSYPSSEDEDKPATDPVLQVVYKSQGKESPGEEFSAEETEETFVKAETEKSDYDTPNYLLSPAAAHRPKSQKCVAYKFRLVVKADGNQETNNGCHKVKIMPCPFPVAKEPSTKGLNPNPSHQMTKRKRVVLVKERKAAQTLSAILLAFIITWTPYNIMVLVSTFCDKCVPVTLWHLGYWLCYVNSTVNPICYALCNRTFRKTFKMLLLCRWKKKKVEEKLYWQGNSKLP
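Probe or stimulus: acetylcholine, EC20 level; Assay system: human M5 receptor in CHO-K1 cells; Schedule: compound preincubation 140 s before EC20 acetylcholine addition; Technique: intracellular calcium via Fluo-8 fluorescence; Dosing: single-point, 3 µM nominal; Read-out basis: percent activation from peak-over-basal fluorescence ratio, scaled EC20-to-EC100 acetylcholine; Repeats: one well per compound, no replicates.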
CHRM4 PAM: potentiates acetylcholine response at human M4 receptor; P08173; 360,000 tested, 0.4% active; CHO-K1 hM4/Gqi5, Fluo-8 calcium fluorescence, ACh EC20; 0% = ACh EC20, 100% = maximal ACh; activation, % at 3 µM; AID 624126;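 active = activation above its plate's cutoff, the mean activation of sample wells plus 3 SD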; note: some results filed as inactive read as strong as hits
Target sequence (P08173 whole entry, looked up): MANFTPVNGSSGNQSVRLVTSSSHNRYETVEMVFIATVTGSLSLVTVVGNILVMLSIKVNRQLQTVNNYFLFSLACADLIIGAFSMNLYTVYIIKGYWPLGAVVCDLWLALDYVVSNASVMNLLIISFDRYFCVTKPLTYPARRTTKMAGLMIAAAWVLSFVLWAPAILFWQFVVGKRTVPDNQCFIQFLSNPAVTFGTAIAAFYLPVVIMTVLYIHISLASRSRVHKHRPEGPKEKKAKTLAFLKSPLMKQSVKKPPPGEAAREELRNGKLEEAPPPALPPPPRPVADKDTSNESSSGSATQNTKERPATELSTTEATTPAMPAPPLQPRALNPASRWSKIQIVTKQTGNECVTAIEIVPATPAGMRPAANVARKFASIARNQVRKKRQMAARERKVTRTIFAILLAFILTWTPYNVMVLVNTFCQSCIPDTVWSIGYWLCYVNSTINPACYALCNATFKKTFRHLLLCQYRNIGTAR
CRFR2-BP ag: agonists of human CRF-binding protein/CRF-R2 receptor complex; HEK293 CRF-R2/CRF-BP, calcium dye fluorescence (FLIPR); percent of saturating CRF peptide response; activation, % at 13.2 µM; 350,000 tested, 0.46% active;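 active = activation of at least 50%, plus an integration ratio under a set limit after plate pattern correction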;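 note: plate controls were neutral control wells without compound for no effect and CRF at EC100 for full effect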
M5 ag: agonists of human muscarinic M5 receptor (CHRM5); CHO-K1 hM5 cells, Fluo-8 calcium fluorescence; 0% DMSO wells, 100% maximal acetylcholine response; activation, % at 3 µM; 360,000 tested, 0.19% active; AID 624037; P08912;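 active = activation above the run's mean over test compounds plus 3 SD, cut at about 23% in these data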;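 note: signal is peak over basal fluorescence ratio across the kinetic read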
TAAR1 agonist: human TAAR1 agonism. CHO RD-HGA16 TAAR1, Fluo-8 calcium fluorescence; vehicle wells 0%, saturating PEA agonist 100%. 360,000 tested, 0.99% active. activation, % at 3 µM. Q96RJ0;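 active = activation above the mean activation of all test compounds in the run plus 3 SD, cut at about 38% in these data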
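System: CHO-derived RD-HGA16 cells with stable Gα16 and human TAAR1. Times: 17-24 h plating, Fluo-8 75 min 37 °C, 30 min RT. Measured by: calcium-sensitive Fluo-8 signal, excitation 470-495, emission 515-575 nm. Read-out basis: % activation relative to PEA EC100 response. Control set: DMSO and PEA EC100. Repeats: no replicates (n 1).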
CHRM5 antagonist: antagonists of human muscarinic M5 receptor (CHRM5). 360,000 tested, 0.59% active. P08912. CHO-hM5 cells, Fluo-8 calcium fluorescence, ACh EC80. inhibition, % at 3 µM. AID 624040;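 active = inhibition above a per-plate cutoff, the mean of that plate's test compounds plus 3 SD, cut at about 27% in these data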;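 note: 0% = acetylcholine EC80 with DMSO and 100% = DMSO without agonist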
TAAR1 antagonist: human TAAR1 antagonism. 360,000 tested, 1.5% active. CHO RD-HGA16 TAAR1, Fluo-8 calcium fluorescence, antagonist. inhibition, % at 3 µM. AID 624466. Q96RJ0;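 active = inhibition above a per-plate cutoff, the mean inhibition of test compounds on that plate plus 3 SD, cut at about 49% in these data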;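 note: 0% = DMSO plus EC80 beta-PEA response and 100% = DMSO alone without agonist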
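Test system: CHO RD-HGA16 cells bearing hTAAR1 | Reagent: β-PEA, EC80 | Compound dosing: 3 µM, single point | Schedule: Dye loading 75 min at 37 °C, then 30 min room temperature | Signal: Calcium fluorescence with Fluo-8 | Evaluation: Percent inhibition of PEA-evoked calcium signal, max/basal emission ratio | Control set: DMSO-only wells and EC80 β-PEA-stimulated wells | Repeats: Singlicate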
CRFR2-BP antag: CRF-BP/CRF-R2 complex antagonism. HEK293 CRF-R2/CRF-BP, CRF-induced calcium fluorescence. inhibition, % at 11.8 µM. 350,000 tested, 0.59% active;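 active = inhibition of the ligand-induced calcium signal above about 50% at the single tested concentration, limit read from the data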
CHO-K1 Ca PAM: nonselective activator or artifact in parental CHO-K1 calcium assay. ATP EC20, Fluo-8 calcium fluorescence; 0% at ATP EC20, 100% at ATP max. activation, % at 3 µM. 360,000 tested, 0.02% active. AID 602247;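 active = activation above the run cutoff, the mean activation of all test compounds plus 3 SD, cut at about 40% in these data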;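 note: peak over basal fluorescence ratio in a 140 s read after ATP addition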
* marks the source's active call; other numbers are inactive results; / = not tested or not shown.

compound,CHRM5 PAM,CHRM4 PAM,CRFR2-BP ag,M5 ag,TAAR1 agonist,CHRM5 antagonist,TAAR1 antagonist,CRFR2-BP antag,CHO-K1 Ca PAM
CC(=O)NC1C(Oc2ccc(C)cc2)OC2COC(c3ccco3)OC2C1O (stereo not drawn),-4,-4,-0.4,0,1,17,11,4,-5
COc1ccc(C(=O)NN2C(=O)C3C(c4ccccc4)C=CC(c4ccccc4)C3C2=O)cc1 (stereo not drawn),-21,-21,3.9,-7,2,20,29,-4,11
CC(C)Nc1nc(NC(C)C)nc(OCCOC(=O)c2ccccc2)n1,-4,-3,-1.8,-5,3,6,-3,0,-5
O=C(O)c1c(C(=O)O)c(-c2ccc(Cl)c(Cl)c2)n2c1CSC2,-4,-1,-3.3,-2,2,11,1,13,-5
Cc1ccc(S(=O)(=O)Nc2cc(C(=O)NCCN(C)C)ccc2N2CCCC2)cc1,6,3,3.0,-6,1,-5,-9,-23,8
CN(C)c1ccc(Nc2ncnc3ccc(Br)cc23)cc1,-7,-3,0.7,5,-2,-9,-2,-8,17
O=c1cc(Cc2ccc([N+](=O)[O-])cc2)[nH]c(=O)[nH]1,-3,-12,0.9,0,0,15,-7,57*,-13
CCCCOc1ccc(C(=O)NCC(=O)NNC(=O)c2ccco2)cc1,-4,5,1.0,1,2,15,-26,7,3
COC(=O)c1ccc(-c2nc(CN3CCN(C(=O)c4ccco4)CC3)c(C)o2)cc1,0,5,5.1,1,0,-2,-10,-11,-16
O=C(OCn1nnc2ccccc2c1=O)c1cc2ccccc2o1,0,-8,-2.6,2,10,-1,-17,4,12
COc1ccc(CCNC(=O)CSc2nnnn2-c2ccc(OC)c(OC)c2)cc1OC,-2,-3,-0.7,-3,8,-4,-15,5,12
C[C@@H]1CN([C@@H](C)CO)C(=O)CCCn2nncc2CO[C@H]1CN(C)Cc1cccc2c1OCCCO2,7,4,0.4,0,0,-15,-11,-8,10
CCOC(=O)c1nnc2cc(-c3ccc(Br)cc3)nn2c1C,4,10,0.6,-1,0,-4,4,-2,22
CCCCn1c(Cn2nc(C(=O)O)c3ccccc3c2=O)nc2cc(S(N)(=O)=O)ccc21,0,-5,0.3,-3,-1,6,-1,3,16
COc1cccc(C2=NOC(C(=O)N3CCN(Cc4ccccc4)CC3)C2)c1OC (stereo not drawn),-3,-8,-1.2,4,2,-11,-3,32,7
COCC1CCN(Cc2c(C(=O)N3CCOCC3)nc3c(C)cccn23)C1 (stereo not drawn),-2,4,-0.6,0,1,2,-8,-4,5
COc1cccc(/C=C2\SC(=S)N(CCCC(=O)N3CCCCC3)C2=O)c1,3,6,4.5,-3,-1,7,-12,-9,-17
CC(Oc1ccc(F)cc1)c1nnc(SCC(=O)N(c2ccccc2)C2CCS(=O)(=O)C2)o1 (stereo not drawn),-2,1,-0.1,0,4,8,-1,-1,-23
CN1C(=O)N(C)c2ccc(C=O)c3cccc1c23,-5,4,14,-3,5,7,26,-20,1
NC(=O)NC(=O)COC(=O)CCCSc1nc2ccccc2s1,-2,-2,-0.9,1,1,16,-4,-7,3
NS(=O)(=O)c1ccc(N=Nc2c[nH]c(=O)c(O)c2)cc1,-1,-4,4.2,-3,6,6,-4,-13,13
NNc1ccc2c(C(F)(F)F)cc(C(F)(F)F)nc2n1,0,9,-0.5,-4,0,0,4,-19,9
O=C(CSc1nnc(-c2cccs2)o1)OC1CCCCC1,-3,5,-1.3,0,-2,1,-11,0,8
COc1ccccc1C1CC(=O)Oc2cc(OC)c(OC)c(OC)c21 (stereo not drawn),-7,2,-1.1,-2,0,7,-7,6,0
CCC(=O)NCCc1nc2cc(NC(=O)c3cccc([N+](=O)[O-])c3)ccc2n1C,2,1,-1.8,-3,0,0,-20,7,5
COc1ccc(-c2nn(-c3ccccc3)cc2/C=N/NC(=O)c2cccc(S(=O)(=O)Nc3ccccc3OC)c2)cc1,-1,9,3.1,-3,4,-3,8,-8,12
COc1ccc(CCNC(=O)c2ccncc2)cc1OC,-7,-1,4.1,-2,7,5,6,-13,11
CC(C)c1ccccc1OCCNC(=O)c1cncc(Br)c1,-9,-8,-2.8,4,14,6,2,-36,7
Cc1cc(C)nc(SCc2cn3cc(Cl)ccc3n2)n1,-2,4,-5.5,-5,0,-1,-7,-10,23
O=C(Nc1ccc(F)cc1F)c1ccccc1NC(=O)C1CC=CCC1C(=O)O (stereo not drawn),5,10,0.8,-3,1,-4,-26,2,16
O=C(NCCNC(=O)c1ccccn1)c1ccc(Cl)cc1,3,7,-0.8,-2,0,-11,1,3,5
O=c1[nH]c(=O)c2[nH]c(=S)[nH]c2[nH]1,13,7,0.1,3,1,-6,-1,-9,4
Cc1noc(NC(=O)c2c(-c3c(Cl)cccc3Cl)noc2C)c1[N+](=O)[O-],2,-9,7.9,6,2,-2,-3,22,0
Cc1cc(-c2csc(NC(=O)c3cccc(S(=O)(=O)N(C)C)c3)n2)c(C)n1-c1ccccc1,-2,-3,15,2,1,-1,-4,9,15
CC(C)Oc1cc(F)ccc1-c1cc(C(=O)NCCc2ccncc2)[nH]n1,6,8,/,3,2,3,9,/,18
CN(C)C(/C=C/Nc1ccccc1F)=C(C#N)C#N,5,-1,1.4,-1,7,-3,-8,9,14
Oc1ccccc1-c1n[nH]c(=S)n1Cc1ccco1,4,9,-0.1,-9,15,-6,13,15,16
CCCCN(C)CCNS(=O)(=O)c1ccc2c(c1)n(C)c(=O)c(=O)n2C,3,8,-1.5,0,2,-7,-2,-5,5
O=C(Nc1cccc(Cl)c1)NC1CC2CCC(C1)N2Cc1ccco1 (stereo not drawn),-10,-9,-0.6,-4,12,4,27,-5,-7
COc1ccc(OC)c(S(=O)(=O)Nc2ccc(CC(=O)O)cc2)c1,5,2,-0.9,2,11,-7,8,6,20
CCCn1c(=O)c2sccc2n2c(CCCC(=O)NCc3ccco3)nnc12,5,4,0.5,-3,2,-13,-9,-4,19
COc1ncnc2c1ncn2CCCN[C@H](C)c1cccc2ccccc12,-3,6,0.1,0,2,6,-21,-3,16
CC1=NN(C(=O)c2cccnc2)C(O)(C(F)(F)F)C1 (stereo not drawn),2,0,-0.7,0,10,10,-2,-12,-10
CC(C)N(C(=O)C[n+]1ccsc1N)c1ccccc1,-5,-1,-1.7,-9,7,10,12,59*,11
O=C(CN1C(=O)NC2(CCCCCC2)C1=O)NCCc1ccccc1,4,5,0.9,0,6,2,10,-4,7
CCOC(=O)C1CCN(C(=O)COc2ccc3c(C)cc(=O)oc3c2)CC1,-3,6,-0.1,0,1,13,-19,-9,-10
Cc1ccc2c(c1)=C(c1ccccc1)N(O)CC(=O)N=2,9,0,-1.4,-5,2,-6,-11,8,-14
CN(CC(=O)NC1CCCc2ccccc21)S(=O)(=O)c1ccc2c(c1)c(=O)n(C)c(=O)n2C (stereo not drawn),-5,-5,-1.1,-2,0,6,-19,0,16
CC(C)(C)n1nnnc1C(c1ccccc1)N1CCN(c2ccc(C(F)(F)F)cn2)CC1 (stereo not drawn),0,-4,/,-2,-1,0,16,/,6
CC(=O)c1ccccc1OCCOCCOc1ccccc1C(C)=O,-12,-11,-1.4,6,7,9,3,4,-1
Cc1cccn2c(=O)c(/C=C(\C#N)S(=O)(=O)c3ccccc3)c(Oc3ccc(Cl)cc3)nc12,-5,-1,2.5,-1,3,8,-15,6,14
CCn1c(C)nc2cc(C(=O)N/N=C(\C)c3ccc(OC)cc3O)ccc21,5,1,1.6,0,1,0,-11,-3,12
COc1ccc(N2CCN(C(=O)C(CCSC)N=C3NS(=O)(=O)c4ccccc43)CC2)cc1 (stereo not drawn),4,-1,0.0,-2,7,-6,4,-13,23
O=C(CN1CCCCC1)Nc1ccccc1,-2,9,-0.9,-1,0,-1,-3,14,9
CCCCN(CC)CCCNC(=O)c1cn(C)c(=O)c2c1c1ccccc1n2C,-1,-6,0.2,-6,6,0,-15,4,2
COC(=O)c1sccc1NC(=O)C1CC2CCC1C2 (stereo not drawn),9,-1,0.9,4,13,-11,7,-7,12

Complete entries, quoted from the list:
O=C(CN1CCCCC1)Nc1ccccc1 across the screens: CHRM5 PAM: -2; CHRM4 PAM: 9; CRFR2-BP ag: -0.9; M5 ag: -1; TAAR1 agonist: 0; CHRM5 antagonist: -1; TAAR1 antagonist: -3; CRFR2-BP antag: 14; CHO-K1 Ca PAM: 9
CCCCN(CC)CCCNC(=O)c1cn(C)c(=O)c2c1c1ccccc1n2C across the screens: CHRM5 PAM: -1; CHRM4 PAM: -6; CRFR2-BP ag: 0.2; M5 ag: -6; TAAR1 agonist: 6; CHRM5 antagonist: 0; TAAR1 antagonist: -15; CRFR2-BP antag: 4; CHO-K1 Ca PAM: 2

Further records follow.
compound,CHRM5 PAM,CHRM4 PAM,CRFR2-BP ag,M5 ag,TAAR1 agonist,CHRM5 antagonist,TAAR1 antagonist,CRFR2-BP antag,CHO-K1 Ca PAM
CC(C)C[C@@H](COc1ccccc1)N1CCN(C)CCC1=O,1,1,0.7,0,4,5,-5,2,0
COc1ccc(/C=C(\C#N)C(=O)OCC(=O)Nc2c(C)cccc2C(C)C)cc1,0,-1,-2.5,-2,0,3,-15,-8,-1
CCN(CC)c1ccc(NC(=O)c2ccccc2Br)cc1S(=O)(=O)Nc1ccccc1OC,-7,-13,2.5,0,1,5,-18,2,21
CC1O[C@@H](OC2C(COC3OC(CO)C(O)[C@H](O)C3O)OC(OC3CC[C@]4(C)C(CC[C@@]5(C)[C@@H]4CC=C4[C@@H]6CC(C)(C)CC[C@]6(CO)C(O)C[C@]45C)C3(C)C)C(O)C2O)C(O)C(O)C1O (stereo partly drawn),6,-13,17,-4,23,-6,4,-22,4
COc1ccc2c(c1)-c1c(ssc1=S)C(C)(C)N2S(=O)(=O)c1ccc(C)cc1,-8,-14,-1.3,-5,-1,11,0,8,13
CC(C)NC(=O)c1ccc(CONC(=O)OCc2ccccc2)cc1,1,2,0.9,1,0,-3,-11,-32,0
Cc1ccc(N2C(=O)c3n[nH]c(C)c3C2c2ccccn2)cc1 (stereo not drawn),-1,17,0.6,-1,13,-7,-3,-13,23
COc1ccc(/C=N/NC(=O)c2ccc(Br)cc2)cc1CN1CCOCC1,-6,-5,-0.9,-1,0,9,-12,24,14
Cc1ccc(Nc2nc3ccccc3[nH]2)nc1,3,9,-0.4,-3,7,1,-4,5,22
Cc1ccc(S(=O)(=O)NCCC(=O)Nc2ccc(Cl)c(Cl)c2)cc1C,2,-7,4.7,0,9,3,-3,-73,7
